Screening data deposited in PubChem BioAssay by Johns Hopkins Ion Channel Center.
CHT block = human CHT choline transport inhibition. Q9GZV3. CHT-expressing cells, membrane potential dye, choline response; hits give low values. B-score at 10 µM. 0.86% of 310,000 active. AID 488975;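 active = B-score over 3 SD under the library average, and starting fluorescence ratio not unusually high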;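 also: choline stimulus applied at its EC90 after an EC20 pre-addition; B-score computed on integrated fluorescence ratio after choline addition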
Target sequence (Q9GZV3 whole entry, looked up): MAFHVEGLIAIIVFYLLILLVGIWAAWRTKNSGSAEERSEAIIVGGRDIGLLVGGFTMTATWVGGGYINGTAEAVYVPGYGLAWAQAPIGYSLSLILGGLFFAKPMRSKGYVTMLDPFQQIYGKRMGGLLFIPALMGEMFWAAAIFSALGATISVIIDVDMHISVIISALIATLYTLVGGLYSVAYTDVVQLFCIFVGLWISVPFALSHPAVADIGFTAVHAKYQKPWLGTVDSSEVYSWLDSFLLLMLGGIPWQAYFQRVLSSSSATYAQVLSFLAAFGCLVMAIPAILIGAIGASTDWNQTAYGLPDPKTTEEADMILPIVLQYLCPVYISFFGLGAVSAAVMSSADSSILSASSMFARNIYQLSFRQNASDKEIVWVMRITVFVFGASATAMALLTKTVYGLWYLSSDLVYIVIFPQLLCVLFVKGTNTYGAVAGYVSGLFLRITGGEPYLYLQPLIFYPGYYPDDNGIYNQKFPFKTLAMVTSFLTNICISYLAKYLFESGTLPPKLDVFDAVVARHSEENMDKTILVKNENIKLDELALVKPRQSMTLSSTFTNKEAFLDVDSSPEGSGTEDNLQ
KCNQ2 inh = KCNQ2 channel blockers in CHO-K1 cells – cell-based, FluxOR thallium flux, B-score, primary screen (AID 2156) | O88943 | 20 min; hits give low values | B-score at 10 µM | 1.1% of 310,000 active;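 active = fluorescence ratio B-score at most minus 3 library SDs, with starting brightness B-score within 2 library SDs, cut at about -5.5 in these data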
Kir21 inh = Kir2.1 (mouse) channel inhibition; P35561; HEK293-Kir2.1, FluxOR thallium flux fluorescence; hits give low values; B-score at 10 µM; 0.85% of 310,000 active; AID 1672;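 active = fluorescence ratio B-score at or below minus 3 SD of library scores, with starting-brightness B-score within 2 SD, cut at about -4.2 in these data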;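 also: channel flux triggered by added potassium and thallium sulfate stimulus; B-score of peak minus minimum fluorescence over baseline after thallium stimulus; more negative B-score means stronger Kir2.1 block with less thallium influx; some compounds called inactive have numbers as strong as hits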
Target sequence (P35561 whole entry, looked up): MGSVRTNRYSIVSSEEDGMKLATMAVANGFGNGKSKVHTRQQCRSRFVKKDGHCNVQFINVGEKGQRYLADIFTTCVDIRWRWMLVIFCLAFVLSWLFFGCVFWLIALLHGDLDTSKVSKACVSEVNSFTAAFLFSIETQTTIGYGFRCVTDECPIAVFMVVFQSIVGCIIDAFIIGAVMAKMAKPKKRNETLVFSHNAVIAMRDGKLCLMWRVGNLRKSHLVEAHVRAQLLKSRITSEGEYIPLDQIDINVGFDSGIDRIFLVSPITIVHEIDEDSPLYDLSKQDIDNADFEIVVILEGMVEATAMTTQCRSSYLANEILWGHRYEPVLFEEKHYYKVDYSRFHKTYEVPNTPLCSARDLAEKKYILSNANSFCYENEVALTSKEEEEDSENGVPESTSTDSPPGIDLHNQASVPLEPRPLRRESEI
An asterisk follows results filed as active; i = inactive; . = not tested or not shown.

CHT block,KCNQ2 inh,Molecule,Kir21 inh
i,i,Cc1ccc(CS(=O)(=O)CCC(=O)NCc2ccccn2)cc1,0.01
i,i,Cc1cccc(S(=O)(=O)NNC(=O)c2cc(-c3ccc(F)cc3)nc3ccccc23)c1,1.1
i,i,CC(C)CN(C(=O)c1ccc(F)cc1F)c1c(N)n(CC(C)C)c(=O)[nH]c1=O,-0.27
i,i,Cc1cc(C)c2nc(NC(=O)CN3C(=O)NC4(CCCC4)C3=O)sc2c1,0.43
i,i,CN1CCc2c(sc(NC(=O)CS(=O)(=O)c3ccccc3)c2C(N)=O)C1,0.08
i,i,Cc1ccc(OCC(=O)Nc2cccc(O)c2)cc1C,-0.14
i,i,CCC(C)(C)NC(=O)c1cc(S(=O)(=O)N2CCCCC2)ccc1N1CCOCC1,0.47
i,i,Cc1cccc(OCCN2CCOCC2)c1C,0.89
i,i,COc1ccc(-n2nc(C(=O)NCC(=O)Nc3ccc(F)cc3)c3ccccc3c2=O)cc1,0.05
i,i,CCn1c(CNC(=O)c2cccc(C)c2)nnc1SCC(=O)Nc1nnc(C)s1,0.47
i,i,COc1ccc(S(=O)(=O)N2CCC(C(=O)NCC3CC3)CC2)cc1,-2.4
i,i,Cc1cc(C)cc(NC(=O)CSc2nc3ccncc3[nH]2)c1,0.11
i,i,Cn1nnnc1-c1cc(Br)ccc1NC(=O)c1ccccc1,0.06
i,i,COC(OC)c1ccnc(-c2ccc(OC(=O)c3ccc(F)cc3)cc2)n1,0.09
i,i,CN(C/C=C/c1ccccc1[N+](=O)[O-])Cc1ccccc1,0.04
i,i,Cc1ccc(C)c(OCCCCn2cnc3ccccc3c2=O)c1,-1.7
i,i,CCC(C)n1c(SCC(=O)NC(=O)c2cccn2C)nc2ccccc2c1=O (stereo unspecified),0.22
i,i,CS(=O)(=O)c1cccc(C(=O)Nc2cccc(-c3nc4ccccc4[nH]3)c2)c1,1.2
i,i,Fc1ccccc1/C=C1\CCCC2=C1Nc1nnnn1C2c1ccccc1F (stereo unspecified),0.56
i,i,COC(=O)c1sc(N2CCN(c3ccc(Cl)cc3)CC2)nc1N,0.69
i,i,Nc1nc2ncc(C(=O)c3cc(Cl)cc(Cl)c3O)cc2s1,-1
i,i,CCC(=O)N1CCN=C1SCc1c(F)cccc1Cl,0.09
i,i,COc1ccc(CC(=O)Oc2ccc(C(C)(C)C)cc2)cc1S(=O)(=O)N1CCOCC1,-0.91
i,i,Cc1ccc(S(=O)(=O)NCCC(=O)OCC(=O)N(Cc2ccccc2)C(C)(C)C)cc1C,-0.73
i,i,Cc1cccc(C)c1NC(=O)c1sc(N)nc1-c1ccccc1,0.4
i,i,Fc1cccc(CN2CCN(Cc3nc(CCc4ccccc4)no3)CC2)c1,0.09
i,i,Cc1ccc(-n2nc3c(c2NC(=O)c2ccc(OC(C)C)cc2)CS(=O)C3)cc1 (stereo unspecified),-2.5
i,i,CC1(C)CC(CNCCC(c2ccc(F)cc2)c2ccco2)CCO1 (stereo unspecified),0.08
.,i,CCOc1cccc(C2C(C(=O)c3ccc(C)o3)=C(O)C(=O)N2Cc2ccccc2)c1 (stereo unspecified),-0.96
i,i,N#CC1=C(N)N(c2ncn[nH]2)C2=C(C(=O)CCC2)C1c1ccc(F)cc1 (stereo unspecified),-0.85
i,i,CCCNCc1cc(OCC)c(OCC(N)=O)cc1Br,-2
i,i,Cc1ccc(S(=O)CCNC(=O)Cc2ccccc2)cc1 (stereo unspecified),1.1
i,i,CCCCN(C)CCCNC(=O)c1cc(-c2cccnc2)nc2ccccc12,-0.01
i,i,COc1ccccc1N(CC(=O)Nc1ccc2c(c1)OCCO2)S(=O)(=O)c1ccc(C)cc1,0.58
i,i,O=C(NCCC1CCCCN1S(=O)(=O)c1ccccc1)C(=O)NCc1ccncc1 (stereo unspecified),-1.5
i,i,Cc1ccc(Nc2nc(CSc3nnc(-c4ccncc4)n3-c3ccccc3C)cs2)cc1,1.5
i,i,COc1ccc(O)c(C(=O)c2cnc3c(c2)c(C)nn3C)c1,0.05
i,-6.5*,Cc1cccc(C)c1OCc1cc(C(=O)N2CCCCCCC2)no1,-0.34
i,i,CCOc1ccc(C(=O)Nc2ccc(N3CCCC3)cc2)cc1,-0.88
i,i,O=C(c1c(F)cccc1F)N(Cc1cccs1)C1CCCC1,-1.1
i,i,Cc1c(C(=O)Nc2ccccc2F)sc2ncn(CC(=O)N3CCOCC3)c(=O)c12,-0.06
i,i,O=C(c1cc(-c2ccncc2)nc2c(Cl)cccc12)N1CCN(c2ccccc2F)CC1,0.58
-6.7*,i,COc1cc(/C=C2/C(=O)ON=C2c2ccccc2)ccc1O,-4.8*
i,i,Cc1cc(C)cc(N(C(=O)c2csnn2)C(C(=O)NC(C)(C)C)c2cccnc2)c1 (stereo unspecified),0.05
i,i,Cc1ccccc1C1NC(c2ccccc2C)C(C)C(=O)C1C (stereo unspecified),0.01
i,i,CC(=O)Nc1ccc(S(=O)(=O)N2CCN(Cc3csc(C)n3)CC2)cc1,0.5
i,i,O=C(CC1N=C2c3ccccc3N=C(SCc3ccc(F)cc3)N2C1=O)NCc1ccco1 (stereo unspecified),0.22
i,i,CCCCCCCNC(=O)C1(CC2CC(c3ccc(Cl)cc3)=NO2)CCN(C(=O)C2CCCC2)CC1 (stereo unspecified),0.79
i,i,CN(Cc1nc(-c2cnccn2)no1)CC(O)c1ccccc1 (stereo unspecified),0.59
i,i,O=C(NN1C(=O)c2ccccc2NC1c1cccnc1)c1ccc([N+](=O)[O-])cc1 (stereo unspecified),-0.07
i,i,Cc1ccc(C2Nc3ccccc3C(=O)N2CCCN2CCOCC2)cc1 (stereo unspecified),0.27
i,i,CCOc1ccc(NC(=O)c2cc(F)c(F)cc2Cl)cc1OCC,0.48
i,i,COc1cccc(NC(=O)C2CCN(S(=O)(=O)c3ccc4c(c3)N(C(C)=O)CCO4)CC2)c1,-0.03
i,i,CCOP(=O)(OCC)C(NC(=O)Nc1ccc(Cl)c(Cl)c1)C(N)=O (stereo unspecified),2.2
i,i,COc1cc(NC(=O)c2cc([N+](=O)[O-])ccc2NC(=O)CNC2CCCCC2)cc(OC)c1,-0.8
i,i,COc1ccc(C(=O)NC23CC4CC(CC(C4)C2)C3)cc1,0.69
i,i,CN1C(CC(=O)Nc2ccc(Cl)cc2Cl)c2ccccc2CC1(C)C (stereo unspecified),-1.5
i,i,COc1ccccc1C1CC(c2ccc(Cl)cc2Cl)Nc2nc(N)nn21 (stereo unspecified),1.5
i,i,NC(=S)N=Nc1c(O)n(CCCl)c2ccc(Cl)cc12,0.02
i,i,O=C(O)c1cccc(N2C(=O)CSC2c2ccccc2)c1 (stereo unspecified),-1.5

(list continues)
CHT block,KCNQ2 inh,Molecule,Kir21 inh
i,i,Cc1nn(Cc2ccc(Cl)cc2Cl)c(C)c1NC(=O)c1nn(C)cc1Cl,-0.57
-7.7*,i,O=S(=O)(Nc1nc2ccccc2nc1Nc1ccc2c(c1)OCCO2)c1cccs1,0.98
i,i,COc1ccc(NC(=O)C2CCN(S(=O)(=O)c3ccc4c(c3)NC(=O)CO4)CC2)cc1,-0.23
i,i,COC(=O)CCNC(=O)Cn1cnc2sc3c(c2c1=O)CCCC3,-0.04
i,i,CCn1c(/C=C2\C(=O)Nc3ccccc32)nc2ccccc2c1=O,-0.05
i,i,O=C(NCCc1ccccc1)C1CCN(C2CCN(Cc3ccco3)CC2)CC1,-0.95
i,i,C=C(C)COc1ccc(-c2ncnc(C(F)(F)F)c2-c2ccc(OC)cc2)c(O)c1,-1.7
i,i,Cc1cc(Cl)c2oc(C(=O)NCCN3CCCCC3CO)c(C)c2c1 (stereo unspecified),-0.01
i,i,CCCC(=O)Nc1ccc2c(c1)Cc1ccccc1-2,0
i,i,COc1cc(/C=C2/C(=O)ON=C2C)ccc1OCc1ccccc1F,0
i,i,O=C(c1ccco1)N(CCO)Cc1cc2cc3c(cc2[nH]c1=O)OCO3,1.9
.,i,Cn1c(=O)[nH]c(=O)c2c1nc(OC(=O)c1ccccc1)n2CC(O)COc1ccc(F)cc1 (stereo unspecified),0.71
i,i,COc1ccc2[nH]cc(CCCN3C(=O)c4ccccc4C3=O)c2c1,-0.9
i,i,COCc1cc(Sc2c(Cl)cccc2Cl)nc(-c2ccccc2)n1,-0.97
i,i,O=C(N/N=C/c1cc2c(cc1Cl)OCO2)c1ccc2c(c1)OCCO2,0
i,i,CCOc1ccc(NC(=O)CCNC(=O)C2CCN(S(=O)(=O)c3ccccc3)CC2)cc1,-0.72
i,i,COc1cccc(-c2csc(N3CCN(Cc4ccccc4)CC3)n2)c1,0.46
i,i,COc1cc(NC(=O)c2cccs2)ccc1NC(=O)Cc1ccccc1,-0.88
i,i,CC(C)Cn1c(=O)c2ccccc2n2c(CCC(=O)O)nnc12,-2.1
i,i,CNC(=S)N(CCc1ccccc1)Cc1cc2cc(OC)c(OC)cc2[nH]c1=O,1.3
i,i,CC(Oc1ccc(F)cc1)c1ccnc2nc(/N=C/N(C)C)nn12 (stereo unspecified),0
i,i,Cc1cc(NS(=O)(=O)c2ccc(NC(=O)c3cc(-c4cccnc4)nc4ccc(Cl)cc34)cc2)no1,-0.53
i,i,Cc1cc(OC(=O)c2c(Cl)cccc2Cl)nc(C)n1,-0.87
i,i,COc1cccc(OC)c1C(=O)Nc1ccc2c(c1)Cc1ccccc1-2,-0.25
i,i,COc1ccc2oc(C(=O)OCC(=O)N(C)CC(=O)Nc3ccc(C)cc3)c(C)c2c1,-1
i,i,O=C(NC1CC(=O)N(c2ccc(Cl)cc2)C1)C1CC1 (stereo unspecified),-0.1
i,i,CCCc1cc(=O)[nH]c(SCC(=O)N2CCC(C)CC2)n1,-1
i,i,CN(C)c1nc(N(C)C)nc(N(C#N)Cc2ccc(Cl)cc2)n1,-1.1
i,i,O=C(O)CCN(CCC(=O)O)S(=O)(=O)c1ccccc1,-1
i,i,CN(C(=O)C1CCC(=O)N(Cc2cccc(F)c2)C1)C1CCCCC1 (stereo unspecified),-3.6
i,i,COc1ccc(/C=N/NC(=O)C(=O)N2CCCCCC2)cc1O,2
i,i,O=C(OC(C(=O)NCC1CCCO1)c1ccccc1F)c1ccco1 (stereo unspecified),0.46
i,i,COc1ccc(CCN2CC(C(=O)NCCN3CCCC3=O)CCC2=O)cc1 (stereo unspecified),2
i,i,COC(=O)COc1nc(C)c(Br)c(OC)n1,-0.31
i,i,Cc1ccccc1C(=O)NNC(=O)c1cccc([N+](=O)[O-])c1,-1.2
i,i,CCOc1ccc(-n2cnc3sc(C)c(C)c3c2=O)cc1,-0.06
i,i,O=C(C1CCN(C2CCN(Cc3ccc4c(c3)CCO4)CC2)CC1)N1CCOCC1,0.68
i,i,CCOC(=O)C1CCN(CC(C)(C)NS(=O)(=O)c2ccc(Cl)cc2)CC1,-1.4
i,i,O=c1c2ccccc2nc2n1CCO2,0.45
i,i,COc1ccc(CNC(=O)c2csc(Cc3ccccc3)n2)cc1,-4.2
i,i,CCCCN(C(=O)CSc1nn(-c2ccc(F)cc2)c(=S)s1)c1c(N)n(CCCC)c(=O)[nH]c1=O,0.16
i,i,COc1ccccc1/C=C/C(=O)NCC(=O)N/N=C/c1cc(Br)ccc1OC,1.3
i,i,O=C(NN1CCOCC1)c1ccc(Cl)c(Cl)c1,-0.38
i,i,COCCNC(=S)Nc1ccc(N2CCCCC2)cc1,0.89
i,i,CCOC(=O)c1c(NC(=O)CN(CC)CC)sc2c1CCC2,0.02
i,i,CSc1cccc(NC(=O)Cc2ccccc2[N+](=O)[O-])c1,0.26
i,i,O=C(CNCCc1ccccc1)N1CCc2ccccc2C1,2.1
i,i,Cc1ccc2nc(N(CCCN(C)C)C(=O)c3sc4ccccc4c3Cl)sc2c1,-2
i,i,COc1ccc(NC(=O)CC2C(=O)N(c3ccccc3)C(=O)N2Cc2ccco2)cc1 (stereo unspecified),0.51
i,i,CCOc1ccc2ccccc2c1/C=N/NC(=O)CC1(C)OCCCO1,-0.3
-10*,i,CN1CCCN(c2ncnc3scc(-c4ccc(F)cc4)c23)CC1,-0.05

Six records drawn at random from those above:
CHT block,KCNQ2 inh,Molecule,Kir21 inh
i,i,COc1ccc(NC(=O)CC2C(=O)N(c3ccccc3)C(=O)N2Cc2ccco2)cc1 (stereo unspecified),0.51
i,i,CCOc1ccc2ccccc2c1/C=N/NC(=O)CC1(C)OCCCO1,-0.3
-10*,i,CN1CCCN(c2ncnc3scc(-c4ccc(F)cc4)c23)CC1,-0.05
i,i,Cc1ccc2nc(N(CCCN(C)C)C(=O)c3sc4ccccc4c3Cl)sc2c1,-2
i,i,CSc1cccc(NC(=O)Cc2ccccc2[N+](=O)[O-])c1,0.26
i,i,O=C(CNCCc1ccccc1)N1CCc2ccccc2C1,2.1

Four entries from above in another layout:
compound,CHT block,KCNQ2 inh,Kir21 inh
Cc1ccc2nc(N(CCCN(C)C)C(=O)c3sc4ccccc4c3Cl)sc2c1,i,i,-2
CCOc1ccc2ccccc2c1/C=N/NC(=O)CC1(C)OCCCO1,i,i,-0.3
CSc1cccc(NC(=O)Cc2ccccc2[N+](=O)[O-])c1,i,i,0.26
CN1CCCN(c2ncnc3scc(-c4ccc(F)cc4)c23)CC1,-10*,i,-0.05
